Pf growth 96h: Primary qHTS for delayed death inhibitors of the malarial parasite plastid, 96 hour incubation. P. falciparum luciferase reporter growth, 96 h. Potency, µM (highest dose often 28.7 µM), without a hit: at the highest dose activity change, negative = inhibition, most hits filed as inhibitors. 320,000 tested, 6.9% active; further: potency means the concentration at half of the fitted maximal effect; on the % scale 0 is the no-effect control and ±100 the full control effect
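P. falciparum expressing integrated firefly luciferase grown in erythrocytes (2% hematocrit, 0.05% parasitemia final) with compounds for 96 hours at 37 C, 5% CO2. Growth inhibition read as loss of luminescence after adding luciferase detection reagent.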
Pf growth 48h: Primary qHTS for delayed death inhibitors of the malarial parasite plastid, 48 hour incubation; P. falciparum luciferase growth in erythrocytes, 48 h; Potency, µM (series often up to 28.7 µM), without a hit: at the highest dose activity change, negative = inhibition, hits mostly inhibitors; 310,000 tested, 5.9% active; AID 504832, 2011; further: potency means the concentration at half of the fitted maximal effect; on the % scale 0 is the no-effect control and ±100 the full control effect
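First compound was added to culture medium, then infected red cells at 0.1% parasitemia and 2% hematocrit (final). After incubation at 37 C under 5% CO2, luciferase detection reagent was dispensed and light output recorded.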
LmPK inh: qHTS Assay for Inhibitors of Leishmania Mexicana Pyruvate Kinase (LmPK). Q27686. purified LmPK, Kinase-Glo ATP luminescence, 1 h. Potency, µM (titrated, usually from 57.5 µM), for inactives: at the top dose activity change, negative = inhibition, most hits filed as inhibitors. 290,000 tested, 0.37% active. AID 1721, 2009; further: potency means the concentration at half of the fitted maximal effect; on the % scale 0 is the no-effect control and ±100 the full control effect
Target sequence (Q27686 whole entry, looked up): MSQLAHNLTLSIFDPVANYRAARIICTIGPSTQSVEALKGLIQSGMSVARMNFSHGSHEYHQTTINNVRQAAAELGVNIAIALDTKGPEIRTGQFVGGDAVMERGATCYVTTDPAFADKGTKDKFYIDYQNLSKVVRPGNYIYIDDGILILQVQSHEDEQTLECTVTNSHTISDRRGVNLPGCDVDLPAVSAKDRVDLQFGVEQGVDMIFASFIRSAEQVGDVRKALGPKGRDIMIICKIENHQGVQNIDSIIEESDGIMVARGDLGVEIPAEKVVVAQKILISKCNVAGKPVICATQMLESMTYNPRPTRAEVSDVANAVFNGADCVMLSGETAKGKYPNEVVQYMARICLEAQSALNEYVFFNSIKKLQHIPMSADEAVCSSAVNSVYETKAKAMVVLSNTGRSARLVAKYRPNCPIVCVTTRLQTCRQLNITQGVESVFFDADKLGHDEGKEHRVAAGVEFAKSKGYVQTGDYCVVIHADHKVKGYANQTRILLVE
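Pyruvate kinase activity monitored as ATP production (luciferase luminescence). Conditions: 0.1 nM enzyme, 0.5 mM PEP, 0.1 mM ADP, 1 h, RT; normalized against uninhibited and no-enzyme wells.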
Shiga inhibitor: A qHTS for Small Molecule Inhibitors of Shiga Toxin; Vero cells, Shiga toxin protein synthesis inhibition reporter; inhibition, % at 38.7 µM; 290,000 tested, 9.2% active; AID 2315, 2010; in the data active means inhibition mostly above about 28%, no sharp cut-off; inactive means mostly below about 43%; further: 0% is about no effect
CHX counter: Cycloheximide Counterscreen for Small Molecule Inhibitors of Shiga Toxin. cell reporter, cycloheximide protein synthesis inhibition counterscreen. max response, %. 300,000 tested, 12% active. AID 2314, 2010; in the data active means max response mostly above about 13%, no sharp cut-off; inactive means mostly below about 14%; further: read at 38.3 µM for the half of the compounds with a filed dose; 0% is about no effect
HCV inh: qHTS Assay for Inhibitors of Hepatitis C Virus (HCV) | Potency, µM (doses to about 41.8 µM), without a hit: at the top dose activity change, negative = inhibition, hits mostly inhibitors | 340,000 tested, 3.4% active | Huh7.5.1 HCVcc-Cre infection, luciferase reporter, 44 h; further: potency means the concentration at half of the fitted maximal effect; on the % scale 0 is the no-effect control and ±100 the full control effect
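Antiviral activity was scored by luciferase reporter output from cells infected with HCVcc-Cre (~0.5 moi) in presence of compound, 44 h infection period, cells seeded 1,000/well 4 h prior.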
TbPYK inhibitor: qHTS of Trypanosoma Brucei Inhibitors | pyruvate kinase (Trypanosoma brucei), Q57TT1 | TbPYK enzyme, Kinase-Glo Plus ATP luminescence, 45 min | Potency, µM (highest dose often 76.8 µM), for inactives: at the top dose activity, negative = inhibition, actives largely listed as inhibitors | 410,000 tested, 0.12% active | AID 624173, 2012; further: potency means the concentration at half of the fitted maximal effect; on the % scale 0 is the no-effect control and ±100 the full control effect; nearly all actives have a fitted effect of over 50% in size
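Assay buffer: 50 mM TEA pH 7.2, 100 mM KCl, 10 mM MgCl2, 0.05% BSA, 0.01% Tween-20. Pyruvate kinase from T. brucei plus substrate met compound, then ADP (130 uM final). Luminescence was read post 45 min RT.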
Starred values were filed as active, the others as inactive; u = inconclusive; x = not tested or not shown; & = joins results of further samples; [ ] = dose if it differs, or a comment. Unless noted, the call rests on the fitted dose curve; in most records, active means well fitted curve in the direction sought with a large enough effect; inconclusive means small, poorly fitted or top-dose-only effect, or another doubt; inactive means no such curve, though single readings can be large; an effect the other way counts as inactive or inconclusive.

SMILES	Pf growth 96h	Pf growth 48h	LmPK inh	Shiga inhibitor	CHX counter	HCV inh	TbPYK inhibitor
CC(C)CC(=O)Nc1nnc(S(=O)(=O)N2CCc3ccccc32)s1	1%	20%	-7%	-2	2	-3%	0%&3%
CCS(=O)(=O)c1nc(S(=O)(=O)c2ccc(C)cc2)c(N2CCOCC2)s1	u	u	-1%	-4	0	4%	2%
COc1cc(/C=C/C(=O)OCC(=O)N(C)Cc2ccccc2)ccc1O	u	u	x	x	x	1%	4%
C=CCc1cccc(/C=N/NC(=O)c2ccccc2Br)c1O	u	u	8%	50*	10	14µM*	-5%
O=C(N/N=C/c1ccc(O)cc1)c1csc2ccccc12	30%[activator]	21%	3%	17	16	3%	-8%
O=C(/C=C\Nc1cccc(F)c1)c1cccs1	274%[activator]	108%[activator]	u	42*	40*	6%	-7%
CN(C1CCCCC1)S(=O)(=O)c1ccc(NC(=O)C2CCCCC2C(=O)O)cc1 (stereo unspecified)	6%	0%	3%	-14	-2	6%	-16%
O=C(CNc1cccc(S(=O)(=O)N2CCCCC2)c1)Nc1ccccc1F	u	-12%	-5%	-9	-3	u	-16%
CN(C)C(CNC(=O)CCNC(=O)c1ccccc1Cl)c1ccco1 (stereo unspecified)	u	-15%	x	x	x	-9%	2%
Cc1cc(NC(=O)Cn2nc(C(F)(F)F)c3c2CCC3)no1	x	u	3%	-24	-2	2%	8%
COc1ccccc1NC(=O)c1sc(NC(=O)c2ccco2)c(C#N)c1C	9%	x	6%	-6	-2	8%	-3%
O=C(CCCNC(=O)c1ccc(Cl)cc1)NCc1ccc(F)cc1	0%	-2%	-5%	-5	10	10%	-7%
Cc1ccc(/C=N/NC(=O)c2cccs2)s1	24%	148%[activator]	-11%	85*	52*	3%	-1%
CCOC(=O)c1sc2nc(CSCC(=O)OCc3ccc(C(=O)OC)o3)[nH]c(=O)c2c1C	2%	x	3%	-5	-2	-7%	-12%
COc1cc(/C=C(/C#N)c2nc3ccccc3[nH]2)ccc1OCc1ccc(C(=O)O)o1	u	u	14%	50	10	-1%	2%
O=C(NCc1cn2ccccc2n1)c1ccco1	-12%	60%[activator]	1%	37	25*	12%	3%
COc1ccccc1/C=C/C=N/N1CCN(Cc2ccccc2)CC1	5%	7%	0%	-6	13*	26%	1%
CCN1C(=O)C(CC(=O)Nc2c(C)cccc2C)Nc2cc(S(=O)(=O)N(C)C)ccc21 (stereo unspecified)	45%[5.75 µM]	u	3%	8	1	-9%	-1%
COC(=O)c1cccc(NC(=O)c2ccc(S(=O)(=O)N3CCN(C)CC3)cc2)c1	u	x	-6%	-20	-1	-15%	-10%
CCCOc1ccc(-c2c(C(=O)N/N=C(\C)c3ccncc3)nnn2-c2nonc2N)cc1	9.3µM*	u	-2%	-9	-11	-20%	-2%
CCOC(=O)C1(CCCc2ccccc2)CCN(C(=O)CN2C(=O)CSC2=O)CC1	u	u	7%	28	-1	-2%	6%
N#Cc1cc(C#N)c(SCC(=O)NCC2CCCO2)nc1N (stereo unspecified)	9%	40%[activator]	9%	-11	-2	10%	-4%
Cc1ccn(-c2n[nH]c(C)c2[N+](=O)[O-])n1	33%[activator]	6%	3%	7	-2	4%	2%
COc1ccc(C(CNC(=O)c2oc3ccc(Br)cc3c2C)N2CCCCC2)cc1 (stereo unspecified)	-103%	u	0%	5	7	13µM*	-4%
Cc1noc(C)c1COC(=O)COc1ccc(C#N)cc1	21%	8%	0%	11	-1	13%	-1%

Continued.
SMILES	Pf growth 96h	Pf growth 48h	LmPK inh	Shiga inhibitor	CHX counter	HCV inh	TbPYK inhibitor
Cn1c(SCC(=O)N2CC(=O)Nc3ccccc32)nc2ccccc2c1=O	u	u	x	x	x	0%	-2%
COc1ccc(CCNC(=O)c2ccncc2)cc1OC	39%[activator]	22%	0%	-4	-2	-22%	-7%
CCc1nnc(NC(=O)C2COc3ccccc3O2)s1 (stereo unspecified)	x	114%[activator]	-11%	42	36*	15%	-4%
O=C(NC(=O)c1cccc(Cl)c1)OC[C@@H]1CCCN2CCCCC12 (stereo partly specified)	u	x	14%	31	9	6%	0%
CCC1CCCCN1S(=O)(=O)c1ccc(S(=O)(=O)N(Cc2ccccn2)CC2CCCO2)cc1 (stereo unspecified)	17%	-28%	1%	-14	-1	-10%	-10%
Cc1cccc(NC(=S)NNC(=O)c2ccccc2OC(F)F)c1	x	-14%	4%	15	9	u	-28%
FC(F)(F)c1cccc(-c2nnc(-c3ccccc3)c(N3CCOCC3)n2)c1	u	u	4%	-3	-3	10µM*	-15%
Cc1ccccc1OCCCn1c(CO)nc2ccccc21	u	0%	2%	71*	18*	3%	-1%
CN(C)c1ccc(C(=O)Nc2ccc(CN3CCS(=O)(=O)CC3)cc2)cc1	-3%	7%	3%	52	36*	8%	-2%
Cn1c(=O)c([N+](=O)[O-])c(NCc2ccccc2Cl)c2ccccc21	17%	12%	3%	7	1	u	-6%
O=C(Nc1ccc(S(=O)(=O)C(F)F)cc1)c1cccc(S(=O)(=O)N2CCOCC2)c1	x	-21%	-2%	-8	-1	u	2%
COc1ccc(Cn2c(SCc3ccccc3C)nc3cc(OC)c(OC)cc3c2=N)cc1	1.7µM*	5.9µM*	3%	-12	-6	x	x
Cc1ccc2c(c1)C(=C(C#N)C#N)C(=O)N2CCN1CCOCC1	-5%	-5%	-4%	-15	-2	9%	1%
CN1c2ccccc2N(C)C1(C)c1cccc2ccccc12	28%	u	-11%	-2	0	u	-24%
O=C(c1cc2cc(Br)ccc2o1)N1CCCC1	-27%	-61%	10%	61*	39*	-19%	3%
CCCn1c(NC(=O)c2ccccc2)nc2ccccc21	54%[activator]	u	2%	32	17	u	4%
CCCNC(=O)c1c(O)c2cccc3c2n(c1=O)CCC3	u	u	0%	9	1	6%	-1%
Cc1ccc2[nH]cc(CCNC(=O)Nc3ccccc3)c2c1	u	x	-3%	-9	12*	-19%	0%
CCN(c1ccc(C)c(C)c1)S(=O)(=O)c1ccc2c(c1)CCN2C(=O)CCC(=O)O	u	x	10%	-6	-3	14%	2%
C/C(=N\NC(=O)COc1cccc(Cl)c1)c1ccc2c(c1)OCCO2	2%	3%	5%	2	-1	17%	-2%
Cc1ccc(CNC(=O)CCS(=O)(=O)Cc2ccc(C)cc2)cc1	17%	-18%	0%	-11	-5	10%	4%
Cc1c(C)c2c(OCC(=O)N3CCC(C(=O)NCC(C)C)CC3)cc3c(c2oc1=O)CCC(C)(C)O3	-6%	u	5%	33	2	-19%	-5%
COc1ccccc1N1CCN(C(=O)c2sc3nc(-c4ccc(F)cc4)cn3c2C)CC1	u	u	-1%	11	-3	4.5µM*	4%
Cc1cc(OCC(=O)NC(C)(C)C)ccc1Cl	-7%	45%[activator]	-2%	22*	51*	13%	-4%
Cc1ccc(Nc2nc3ccccc3o2)cc1F	x	x	u	83	38*	9%	u

At a glance, part of the list above:
SMILES	Pf growth 96h	Pf growth 48h	LmPK inh	Shiga inhibitor	CHX counter	HCV inh	TbPYK inhibitor
CN1c2ccccc2N(C)C1(C)c1cccc2ccccc12	28%	u	-11%	-2	0	u	-24%
O=C(c1cc2cc(Br)ccc2o1)N1CCCC1	-27%	-61%	10%	61*	39*	-19%	3%
CCCn1c(NC(=O)c2ccccc2)nc2ccccc21	54%[activator]	u	2%	32	17	u	4%
CCCNC(=O)c1c(O)c2cccc3c2n(c1=O)CCC3	u	u	0%	9	1	6%	-1%
Cc1ccc2[nH]cc(CCNC(=O)Nc3ccccc3)c2c1	u	x	-3%	-9	12*	-19%	0%
CCN(c1ccc(C)c(C)c1)S(=O)(=O)c1ccc2c(c1)CCN2C(=O)CCC(=O)O	u	x	10%	-6	-3	14%	2%
C/C(=N\NC(=O)COc1cccc(Cl)c1)c1ccc2c(c1)OCCO2	2%	3%	5%	2	-1	17%	-2%

New compounds follow:
SMILES	Pf growth 96h	Pf growth 48h	LmPK inh	Shiga inhibitor	CHX counter	HCV inh	TbPYK inhibitor
C=CCN1C(=O)CN=C1NCc1ccccc1	u	10%	-6%	-10	-4	17%	1%
COC(C[C@@H]1O[C@@H]1C(=O)COCc1ccccc1)OC	33%[activator]	60%[activator]	-11%	17	-5	46%[activator]	3%
O=C(NCc1ccco1)c1cc2sccc2n1Cc1ccc(F)cc1	u	u	9%	60	45*	u	-6%
CC1CCC(=NNC(=O)Cc2ccccc2)CC1 (stereo unspecified)	u	u	2%	9	14*	25%	-2%
Cn1cc(SCC(=O)Nc2nc3ccccc3s2)c2ccccc21	23%	-2%	6%	24	29*	u	-12%
NS(=O)(=O)c1ccc(NC(=S)N2CCN(c3ccccc3)CC2)cc1	65%[activator]	9%	1%	-15	-1	25%	-25%
O=C(COC(=O)c1cccc(O)c1)c1ccccc1	90%[activator]	12%	x	x	x	17%	-11%
O=C(CC1Sc2ccccc2NC1=O)NNC(=O)Nc1ccc(Cl)cc1 (stereo unspecified)	11%	-11%	5%	-12	-1	4%	4%
O=C(NNC(=O)c1ccccc1O)c1cc2ccccc2o1	168%[activator]	32%[activator]	x	x	x	10%	3%
COC(=O)CC1=C(C(=O)OC)C(c2cccc(OCC(N)=O)c2)C(C#N)=C(N)O1 (stereo unspecified)	-3%[5.75 µM]	-2%	6%	-2	-2	-10%	-15%
O=C(CSc1nnc2ccccn12)c1ccc2c(c1)OCCO2	44%[activator]	143%[activator]	u	37*	25*	-11%	-13%
O=C(Oc1ccc(NC(=O)c2cc3c(cc2Br)OCO3)cc1)c1ccccc1	-5%	8%	0%	32	1	-15%	-2%
Cc1ccc(C2=CSC3=NNC4(CCCCC4)NN23)cc1	3%	-6%	-2%	88*	53*	-24%	-2%
Cc1ccc(NC(=O)N2CCC(c3nc4c(nnn4Cc4cccc(Cl)c4)c(=O)[nH]3)CC2)cc1	0.029µM*	13µM*	3%	1	1	-9%&7%	2%
CC(C)C(NS(=O)(=O)c1cccc2nsnc12)C(=O)N1CCn2c1nc1ccccc12 (stereo unspecified)	u	x	19%	-10	-4	0%	2%
CSCc1ccc(C(=O)N2CCCC(Nc3ccc4c(c3)OCCO4)C2)o1 (stereo unspecified)	50%[activator]	-18%	3%	1	0	2%	-14%
COc1ccc(NS(=O)(=O)c2cc(NC(=O)CC(=O)c3ccc([N+](=O)[O-])cc3)ccc2C)cc1	u	u	1%	-6	-3	6%	-1%
CN(c1ccc(OCC(=O)N2CCCCC2)cc1)S(=O)(=O)c1cccs1	u	-5%	-8%	33	9	-8%	-6%
O=C(c1ccc(F)cc1)C1CCN(Cc2ccc(F)cc2)CC1	23%	-6%	2%	8	-4	u	-2%
CCOC(=O)c1ccc(N2C(=O)CC(N(C)CCc3ccc(OC)c(OC)c3)C2=O)cc1 (stereo unspecified)	x	u	9%	-5	-2	u	-5%
Cc1ccc(SC(C)C(=O)NCCC2=CCCCC2)cc1 (stereo unspecified)	12µM*	0%	0%	2	-1	-5%	-1%
